Bioassay records from PubChem.
F508del corr: F508del CFTR correction, initial screen, CFBE line, single point; CFBE cells, YFP halide quenching; stimulated with forskolin plus potentiator P3; % fluorescence drop versus neutral controls; activity (quench increase), % at 7.58 µM; 350,000 tested, 0.36% active;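 active = mean added fluorescence quench of at least 8% versus neutral control, with both replicates also reaching 8%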;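 note: cells transiently co-express mutant CFTR-F508del with the halide-sensitive YFP; corrector assay measuring rescue of mutant channel to the surface after 24 h compound exposure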
GSIS activator: GLuc luminescence reporter in INS-1E cells, primary screen for activators of glucose-dependent secretion of insulin; INS-1E GLuc reporter insulin secretion, 2-3 h; activation, % at 16.6 µM; 370,000 tested, 0.61% active;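 active = lowest replicate activation of at least 40%, so every replicate reaches that level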;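 note: 0% = median of neutral control wells and 100% = median of IBMX positive control wells; some compounds called inactive have numbers as strong as hits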
Xi reactivation: activators of inactive X chromosome reactivation, primary screen, imaging, XiGFP fibroblasts, GFP high-content imaging, set 2. XiGFP mouse fibroblasts, % GFP-positive cells imaging, 3 d; cells co-treated with 5-aza-dC sensitizer; scaled so ellipticine positive control = 100%. activation, % at 7.58 µM. 360,000 tested, 0.055% active;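 active = mean normalized replicate activation at least 10% and every replicate at or above 10%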;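 note: 0% = median of on-plate neutral control wells and 100% = ellipticine 6 µM median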
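assay system = SV40-immortalized XiGFP fibroblast cells, line 68-5-11 | buffer or medium = DMEM plus 5-aza-dC sensitizer | doses = single-point pinned compound dosing | times = 3-day compound exposure, then 15 min fixation at room temperature | benchmarks = positive control ellipticine, 6 µM final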
RAD52 anneal inh: RAD52 DNA annealing inhibitors, primary screen, biochemical, FRET, single point, set 2; DNA repair protein RAD52 homolog (Homo sapiens), P43351; inhibition, % at 18.7 µM; recombinant RAD52 DNA annealing, FRET fluorescence; 360,000 tested, 0.46% active; AID 651710, 2012;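 active = every replicate showing at least 50% inhibition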
Target sequence (P43351 whole entry, looked up): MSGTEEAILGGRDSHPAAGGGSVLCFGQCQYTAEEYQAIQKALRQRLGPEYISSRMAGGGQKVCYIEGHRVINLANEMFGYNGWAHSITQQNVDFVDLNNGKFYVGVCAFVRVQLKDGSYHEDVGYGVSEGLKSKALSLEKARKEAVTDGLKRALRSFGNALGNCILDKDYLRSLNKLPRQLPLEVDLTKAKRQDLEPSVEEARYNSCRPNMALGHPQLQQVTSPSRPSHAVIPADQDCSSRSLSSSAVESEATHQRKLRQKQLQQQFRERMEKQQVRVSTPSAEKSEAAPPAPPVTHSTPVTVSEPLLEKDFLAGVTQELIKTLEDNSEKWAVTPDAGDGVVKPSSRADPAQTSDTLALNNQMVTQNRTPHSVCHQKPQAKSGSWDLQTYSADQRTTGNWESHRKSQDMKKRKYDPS
esBAF inh: Bmi1 luciferase reporter increase in mESCs, primary screen, esBAF inhibitor project, mouse ES cells, Bmi1 luciferase knock-in, single point; 24 h; 100% = twice the neutral-well signal; reporter increase, % at 12.5 µM; 350,000 tested, 2% active; in the data active = activation above about 40%;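 note: 0% = median of the plate's neutral control wells and 100% = double that signal; a rise in the Bmi1 reporter signal indicates esBAF inhibition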
ARNT-TACC3 inh: disruptors of ARNT/TACC3 protein interaction, primary screen, biochemical, AlphaScreen, single concentration; Transforming acidic coiled-coil-containing protein 3 (Homo sapiens), Q9Y6A5; AlphaScreen His-ARNT PAS-B/GST-TACC3 binding, luminescence; TACC3 fragment carries E629A point mutation; inhibition, % at 9.99 µM; 390,000 tested, 0.66% active; AID 623870, 2012;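 active = mean inhibition of replicates at least 50% and at least half of replicates each reaching 50%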;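 note: 0% = complete ARNT plus TACC3 wells and 100% = ARNT alone without TACC3; many hits fall short of the cut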
RAD54 branch: inhibitors of human RAD54 branch migration, primary screen, biochemical, fluorescence, single point. DNA repair and recombination protein RAD54-like (Homo sapiens), Q92698. inhibition, % at 10.4 µM. RAD54 Holliday junction branch migration, FAM/BHQ fluorescence. AID 602329, 2012. 360,000 tested, 0.14% active;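 active = mean normalized replicate activity at least 40 and at least half of replicates scoring 40 or more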;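 note: 0% = median of neutral control wells and 100% = median of positive control wells; inhibitors cause a drop in the FAM fluorescence signal; in these data hits start at about 50%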
ERAP1 inh: human ERAP1 aminopeptidase inhibitors, primary screen, biochemical, single point, plate reader. recombinant ERAP1, Leu-AMC fluorescence, 60 min. inhibition, % at 10.7 µM. 340,000 tested, 0.15% active. AID 652197, 2013;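 active = mean replicate inhibition of at least 30%, or all replicates individually reaching that 30% level; inactive = mean below 30% and not every replicate reaching it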;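 note: 0% = neutral control wells and 100% = L-leucinethiol positive control wells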
Starred values were filed as active, the others as inactive; nt = no result given; & = joins results of further samples.

#1 O=C(c1cccc(F)c1)N1C[C@@H]2[C@H](c3ccccc31)[C@@H](CO)N2C(=O)c1ccccn1
#2 Cc1ccc(S(=O)(=O)N2CCN(CC(=O)NC(=O)NCc3ccccc3)CC2)cc1C
#3 CO[C@@H](CN(C)Cc1nccs1)[C@H](C)CN([C@H](C)CO)S(=O)(=O)c1ccc(C)cc1
#4 O=C(O)c1cnn(-c2ccccc2)c1C(F)(F)F
#5 COc1ccc(CN(C)C[C@@H]2Oc3ccc(NC(=O)Nc4c(C)noc4C)cc3CC(=O)N([C@@H](C)CO)C[C@H]2C)cc1
#6 CCCCCN(C(=O)CCC(=O)OCC(=O)Nc1cccc(CC)c1)c1c(N)n(CCCC)c(=O)[nH]c1=O

Compound	1	2	3	4	5	6
F508del corr	-2.5	nt	0.6	-1.1	-1.2	2.6
GSIS activator	11	nt	8	-7	-5	-13
Xi reactivation	0.5	nt	0.1	0.0	0.0	-0.1
RAD52 anneal inh	4	-7	-12	-9	8	-9
esBAF inh	-5	-3	-6	-12	1	3
ARNT-TACC3 inh	-8	nt	-5	nt	-3	0
RAD54 branch	8	-7	-12	1	8	nt
ERAP1 inh	0	19	-1	-2	1	2

In the list so far, these contain fluorine.
#1 O=C(c1cccc(F)c1)N1C[C@@H]2[C@H](c3ccccc31)[C@@H](CO)N2C(=O)c1ccccn1
#4 O=C(O)c1cnn(-c2ccccc2)c1C(F)(F)F

Compound	1	4
F508del corr	-2.5	-1.1
GSIS activator	11	-7
Xi reactivation	0.5	0.0
RAD52 anneal inh	4	-9
esBAF inh	-5	-12
ARNT-TACC3 inh	-8	nt
RAD54 branch	8	1
ERAP1 inh	0	-2

Continuation.
#7 CN1CCN(C(=O)OC2CC3CC2[C@H]2CCCCN2C3=O)CC1 (stereo not given in full)
#8 COc1ccc(CN(C)C[C@H]2OCCCC[C@@H](C)Oc3ccc(NC(=O)Nc4ccc(OC)cc4)cc3C(=O)N([C@H](C)CO)C[C@H]2C)cc1
#9 C=C1CC[C@H](O)C/C1=C/C=C1\CCC[C@]2(C)[C@@H]([C@H](C)/C=C/[C@H](C)C(C)C)CC[C@@H]12
#10 OC(c1ccc(Cl)cc1)C(CN1CCOCC1)c1ccccc1 (stereo not given)
#11 O=C(c1ccc(S(=O)(=O)NCC2CCCO2)cc1)N1CCN(c2ccccc2F)CC1 (stereo not given)
#12 O=C(CN(C(=O)c1csnn1)c1ccccc1)NCCc1ccccc1

Compound	7	8	9	10	11	12
F508del corr	-0.1	-1.0	1.6	-1.4	-1.6	2.0
GSIS activator	11	-29	nt	225*	-3	21
Xi reactivation	0.0	0.2	0.3	0.0	0.0	0.0
RAD52 anneal inh	-1	28	-28	-8	0	-16
esBAF inh	nt	-4	8	3	nt	21
ARNT-TACC3 inh	nt	14	-2	-4	-9	-1
RAD54 branch	nt	1	3	-1	nt	7
ERAP1 inh	-4	0	0	-2	1	-1

Structures listed so far printed as active in GSIS activator.
| no. | Structure | F508del corr | GSIS activator | RAD52 anneal inh | esBAF inh | ARNT-TACC3 inh | ERAP1 inh |
| --- | --- | --- | --- | --- | --- | --- | --- |
| 10 | OC(c1ccc(Cl)cc1)C(CN1CCOCC1)c1ccccc1 (stereo not given) | -1.4 | 225* | -8 | 3 | -4 | -2 |

(continued)
#13 O=C(COc1ccc(S(=O)(=O)N2CCOCC2)cc1)N1CCN(c2ccccc2)CC1
#14 COc1cccc2sc(N(CCCN(C)C)C(=O)c3ccc(S(=O)(=O)N4CCc5ccccc5C4)cc3)nc12
#15 COC(=O)C[C@@H]1CC[C@H]2[C@@H](COc3ccc(NC(=O)Nc4ccc(Cl)cc4)cc3C(=O)N2C)O1
#16 COCCn1c(C)nnc1SCC(=O)NNC(=O)c1ccc(Br)cc1
#17 COc1cccc(CC(=O)Nc2ccc3c(c2)c(=O)n(C)n3-c2ccc(C(C)(C)C)cc2)c1
#18 CCCc1nc2nc(C)c(NS(=O)(=O)c3ccc(F)cc3)c(=O)n2[nH]1

Compound	13	14	15	16	17	18
F508del corr	-0.5	1.7	1.8	-0.6	2.1	-0.9
GSIS activator	-4	-44	-10	12	nt	10
Xi reactivation	-0.1	0.3	0.0	0.5	0.0	0.1
RAD52 anneal inh	0	70*	nt	-10	2	-4
esBAF inh	3	nt	8	-4	3	-8
ARNT-TACC3 inh	-1	19	-9	-19	nt	nt
RAD54 branch	6	17	7	-11	-17	2
ERAP1 inh	0	1	nt	-7	-7	-1

#19 CC(C)N(C(=O)Cn1cc(S(=O)(=O)CC(=O)NCc2ccc(F)cc2)c2ccccc21)C(C)C
#20 O=C(CCN1CCN(CC(=O)Nc2ccccc2Cl)CC1)Nc1ccccc1F
#21 Cc1noc(C)c1NC(=O)N(C)C[C@H]1OCCCC[C@@H](C)Oc2ccc(NC(=O)Nc3ccc(F)cc3)cc2C(=O)N([C@H](C)CO)C[C@@H]1C
#22 Cc1c(C=O)c2ccccn2c1C(=O)c1cccc([N+](=O)[O-])c1
#23 Cc1cc(C)c(S(=O)(=O)n2c([N+](=O)[O-])cnc2C)c(C)c1
#24 C[C@H]1CN([C@@H](C)CO)C(=O)c2cc(NS(=O)(=O)c3cccs3)ccc2O[C@@H]1CN(C)Cc1ccncc1

Compound	19	20	21	22	23	24
F508del corr	0.5	nt	0.8	-2.8	nt	-1.1
GSIS activator	-12	-6	20	3	3	2
Xi reactivation	0.1	nt	-0.1	0.1	0.0	0.3
RAD52 anneal inh	-15	nt	4	-23	-9	-5
esBAF inh	6	6	1	nt	nt	-4
ARNT-TACC3 inh	-6	23	-6	19	-6	-4
RAD54 branch	7	-4	-2	nt	nt	2
ERAP1 inh	3	nt	2	2	-1	nt

#25 Cc1ccccc1OCC(=O)NC(Cc1c[nH]c2ccccc12)C(=O)O (stereo not given)
#26 O=C(O)c1nc(-c2ccccc2)n(-c2cccc(C(F)(F)F)c2)n1
#27 CCn1cnc2cc(NC(=O)c3ccc(C)cc3)ccc21
#28 CCCN1[C@@H]2c3ccc(C4=CCCCC4)c(=O)n3C[C@H]1[C@H](CO)[C@H]2C(=O)NCCc1ccncc1
#29 CCN(CC)C(=S)Oc1c(Cl)cccc1Cl
#30 C[C@@H]1CN([C@H](C)CO)S(=O)(=O)c2ccc(/C=C/c3ccccc3)cc2O[C@H]1CN(C)C(=O)C1CC1

Compound	25	26	27	28	29	30
F508del corr	2.4	-0.9	-1.6	0.2	-1.7	5.4
GSIS activator	6	-6	-7	3	-5	13
Xi reactivation	0.0	0.2	0.0	0.0	0.2	0.0
RAD52 anneal inh	-22	0	2	-5	-15	16
esBAF inh	nt	4	21	nt	nt	5
ARNT-TACC3 inh	-8	6	-2	nt	2	14
RAD54 branch	nt	-6	16	nt	nt	3
ERAP1 inh	1	3	0	3	nt	-1

#31 CC1(c2nnnn2Cc2ccccc2)CCC(=O)N1CCOc1ccccc1 (stereo not given)
#32 C#CCNC(=O)C1=C[C@H](c2coc3ccccc3c2=O)C[C@H](OCCCCO)O1
#33 CNC(=O)C1CCN(S(=O)(=O)c2c(C)noc2/C=C/c2cccc(OC)c2)CC1
#34 O=C(C[C@H]1C[C@@H]2c3cc(NC(=O)C4CCOCC4)ccc3O[C@@H]2[C@H](CO)O1)NCc1ccc(Cl)cc1
#35 Cc1nc(-c2ccccn2)nc(SCC(=O)c2ccccc2)c1Cl
#36 C[C@@H]1CN([C@@H](C)CO)C(=O)c2cc(NC(=O)Nc3ccc(F)cc3)ccc2O[C@@H]1CN(C)C(=O)Nc1ccc(C(F)(F)F)cc1

Compound	31	32	33	34	35	36
F508del corr	-0.4	-1.0&2.0	2.9	0.5	-0.4	-0.9
GSIS activator	-5	nt	17	4	2	2
Xi reactivation	-0.1	0.0	0.0	0.5	0.0	-0.7
RAD52 anneal inh	-2	-1&-31	4	13	-8	nt
esBAF inh	nt	-9	-25	3	nt	6
ARNT-TACC3 inh	nt	1&-3	8	5	-2	nt
RAD54 branch	nt	-9&-4	-1	5	-2	nt
ERAP1 inh	2	4&2	1	-4	0	nt

Next part, starting with the last 3 of the part before.
#34 O=C(C[C@H]1C[C@@H]2c3cc(NC(=O)C4CCOCC4)ccc3O[C@@H]2[C@H](CO)O1)NCc1ccc(Cl)cc1
#35 Cc1nc(-c2ccccn2)nc(SCC(=O)c2ccccc2)c1Cl
#36 C[C@@H]1CN([C@@H](C)CO)C(=O)c2cc(NC(=O)Nc3ccc(F)cc3)ccc2O[C@@H]1CN(C)C(=O)Nc1ccc(C(F)(F)F)cc1
#37 Cc1ccc(/C=C/C(=O)O)cc1S(=O)(=O)Nc1ccccc1C(=O)O
#38 CN(C)CCOC(=O)c1ccc(COc2ccccc2Br)o1
#39 COc1ccc(NC(=O)N[C@@H]2C=C[C@H](CC(=O)NCc3ccccn3)O[C@H]2CO)cc1
#40 Cc1ccc(CN2[C@@H](CC3CCCCC3)COCCS2(=O)=O)cc1
#41 C[C@@H]1CN([C@@H](C)CO)C(=O)c2c(c3ccccc3n2C)-c2ccccc2CO[C@H]1CN(C)C(=O)[C@@H]1CCCN1C
#42 CC12CCC(C(=O)N/N=C/c3ccc(O)cc3O)(OC1=O)C2(C)C (stereo not given)

Compound	34	35	36	37	38	39	40	41	42
F508del corr	0.5	-0.4	-0.9	-2.3	0.3	-1.0	-1.7	-2.1	1.0
GSIS activator	4	2	2	9	5	10	10	3	-5
Xi reactivation	0.5	0.0	-0.7	0.0	0.0	-0.5	0.0	0.0	0.4
RAD52 anneal inh	13	-8	nt	-10	4	2	-12	7	5
esBAF inh	3	nt	6	-2	2	7	2	-3	nt
ARNT-TACC3 inh	5	-2	nt	-12	-8	-3	0	4	33
RAD54 branch	5	-2	nt	nt	-11	0	2	-3	nt
ERAP1 inh	-4	0	nt	-4	-1	0	4	-2	0

#43 Cc1ccc(-c2nnc(Nc3ccc(CC(N)=O)cc3)c3ccccc23)cc1S(=O)(=O)NCC1CCCO1 (stereo not given)
#44 Cc1[nH]c2ccccc2c1CC(=O)Nc1ccc(Nc2ccccc2)cc1
#45 Cc1oc(-c2ccccc2F)nc1CS(=O)(=O)CC(=O)N1CCN(c2ccccc2)CC1
#46 O=C(NCc1ccccc1Br)c1ccc2c(c1)OCCO2
#47 CN=c1sc2ccccc2n1CC(O)COc1ccccc1 (stereo not given)
#48 Cc1nc(N2CCN(C(=O)c3ccco3)CC2)nc2c1C(=O)CC(C)C2 (stereo not given)
#49 CCc1ccc(-c2csc(NC(=O)C3CC(=O)N(c4ccc5c(c4)OCCO5)C3)n2)cc1 (stereo not given)
#50 COc1ccc(Cl)cc1NC(=O)C(C)NC(c1ccccc1)c1ccccc1 (stereo not given)
#51 CCCCOC(=O)c1ccc(NC(=O)C(=O)CC(=O)c2ccc(OC)cc2)cc1

Compound	43	44	45	46	47	48	49	50	51
F508del corr	-0.7	-2.1	-3.9	-2.6	-1.7	1.7	4.2	nt	3.4
GSIS activator	12	-9	nt	-11	5	24	nt	-7	4
Xi reactivation	-0.1	0.3	0.2	0.0	nt	0.0	0.0	0.0	0.0
RAD52 anneal inh	-17	-9	7	-8	-3	4	-18	nt	-23
esBAF inh	nt	nt	2	13	1	13	nt	nt	nt
ARNT-TACC3 inh	12	nt	-1	9	0	1	-1	-5	nt
RAD54 branch	nt	nt	-4	2	5	1	-9	0	nt
ERAP1 inh	2	0	-4	-1	-1	0	4	nt	0
